Screening results (PubChem)
MsrA inh – bovine MsrA inhibition; inhibition, % at 15.5 µM; purified bovine MsrA, absorbance read-out; 360,000 compounds, 0.75% hits; in the data active = inhibition above about 4.5%;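 note: 0% = vehicle wells with enzyme and 100% = reference inhibitor wells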
DNMT1 inh – inhibitors of human DNMT1; P26358; DNMT1 molecular beacon, Hinp1I cleavage, fluorescence; inhibition (reported as % activation of signal), % at 10 µM; 360,000 compounds, 0.83% hits; AID 588458; in the data active = inhibition above about 50%
TbMetRS inhib – blocks T. brucei methionyl-tRNA synthetase activity. 360,000 compounds, 0.4% hits. inhibition, % at 11.9 µM. purified T. brucei MetRS, ATP depletion, Kinase-Glo luminescence;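 active = inhibition above a per-plate cutoff of the control wells' mean inhibition plus 3 SD, cut at about 5.5% in these data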;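 note: 0% = DMSO wells median and 100% = median of wells with control inhibitor compound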
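assay system = parasite MetRS enzyme | timing = 15 min preincubation, 2 h reaction, all 25 °C | evaluation = percent inhibition relative to median high and low control wells | medium = HEPES buffer containing pyrophosphatase, BSA, spermine, DTT | compound = single dose, 11.9 µM final nominal, 0.9% final DMSO | detection = Kinase-Glo luminescence, ATP depletion format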
Rpn11 inh – blocks the human proteasome subunit Rpn11 | AID 588493 | 360,000 compounds, 0.59% hits | calls only at 20 µM | O00487 | human 26S proteasome, Ub4-pepOG fluorescence polarization; 20S core pre-blocked with epoxomicin;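 active = inhibition at 20 µM, scaled to each plate's controls, above about 33%, limit read from the data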
Target sequence (O00487 whole entry, looked up): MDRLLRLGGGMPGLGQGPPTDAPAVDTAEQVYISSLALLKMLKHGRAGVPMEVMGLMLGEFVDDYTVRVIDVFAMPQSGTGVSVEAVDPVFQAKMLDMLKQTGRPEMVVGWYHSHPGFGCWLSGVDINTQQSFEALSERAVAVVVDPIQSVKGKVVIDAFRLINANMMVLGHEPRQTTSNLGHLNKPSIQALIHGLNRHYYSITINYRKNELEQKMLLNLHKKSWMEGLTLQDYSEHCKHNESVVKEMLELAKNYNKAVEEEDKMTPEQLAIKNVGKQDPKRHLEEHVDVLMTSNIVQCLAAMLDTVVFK
STEP block – blocks human striatal-enriched tyrosine phosphatase; P54829; recombinant STEP, OMFP fluorogenic substrate, fluorescence; inhibition, % at 20 µM; 360,000 compounds, 0.25% hits; AID 588621;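 active = inhibition at 20 µM, scaled per plate between control wells, above about 37%, limit read from the data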;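 note: 0% = DMSO with enzyme and substrate and 100% = substrate only without enzyme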
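medium = Bis-Tris buffer pH 6.0, 2.5 mM DTT, 0.005% Tween 20 | test system = STEP (striatal-enriched tyrosine phosphatase) enzyme, cell-free | measure = normalized % inhibition | compound dosing = 20 µM, 1% DMSO | also added = 25 µM OMFP | schedule = reaction 20 min, ambient temperature | measured by = fluorescence read at 480 nm ex / 540 nm em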
Scp-1 inhibitor – Scp-1 (human) phosphatase inhibition; Q9GZU7; Recombinant Scp1, phosphopeptide, malachite green phosphate absorbance; inhibition, % at 20 µM; 340,000 compounds, 0.88% hits;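 active = inhibition above about 50% at 20 µM, limit read from the data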;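 note: plate controls were DMSO wells with enzyme for no effect and wells lacking enzyme for full effect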
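Incubation: 45 min enzyme reaction at room temperature / System: truncated SCP-1 phosphatase (76-261aa) / Reagent: Phospho 17-mer peptide substrate / Buffer or medium: Acidic Tris acetate buffer with magnesium and detergent / Signal: absorbance at 630 nm / Doses: one concentration, 20 µM, with 1.0% DMSO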
SUMO1 PPI mod – SUMO1-SIM interaction modulation | inhibition, % at 20 µM | SUMO1 binding to a labelled peptide, TR-FRET, 1 h | 360,000 compounds, 0.33% hits | AID 602429; in the data active = inhibition above about 37%
Target sequence (P63165 whole entry, looked up): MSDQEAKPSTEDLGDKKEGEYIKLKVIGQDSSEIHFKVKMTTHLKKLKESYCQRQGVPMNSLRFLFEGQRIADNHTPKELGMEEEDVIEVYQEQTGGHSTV
CSN deneddyl inh – CSN deneddylation inhibition; Q92905; Purified CSN, SCF-Nedd8-OG deneddylation, fluorescence polarization; inhibition, % at 12.5 µM; 360,000 compounds, 0.38% hits; AID 651999;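 active = pattern-corrected inhibition above about 35%, with an unprinted fluorescence ratio check between 0.5 and 1.5, limit read from the data, passing the limit was not always enough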;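 note: 0% = enzyme with substrate and 100% = substrate without enzyme; some results filed as inactive read as strong as hits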
Target sequence (Q92905 whole entry, looked up, one chain of several): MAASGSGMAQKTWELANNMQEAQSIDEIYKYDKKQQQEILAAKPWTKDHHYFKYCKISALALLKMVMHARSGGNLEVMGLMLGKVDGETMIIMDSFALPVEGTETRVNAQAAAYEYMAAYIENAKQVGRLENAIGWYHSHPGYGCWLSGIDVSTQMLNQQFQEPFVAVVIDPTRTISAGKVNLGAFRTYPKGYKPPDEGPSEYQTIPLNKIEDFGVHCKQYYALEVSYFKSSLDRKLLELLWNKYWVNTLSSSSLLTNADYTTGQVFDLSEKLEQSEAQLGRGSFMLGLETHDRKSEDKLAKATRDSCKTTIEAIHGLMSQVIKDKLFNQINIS
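Assay system: Purified human Csn5 enzyme expressed in HEK293T cells | Amount: Enzyme 0.24 nM | Measured by: Fluorescence polarization readout | Medium: Tris/NaCl/DTT buffer, pH 7.5 | Compound dosing: One concentration, 12.5 µM, 0.25% DMSO | Times: 90 min incubation of compound, enzyme and substrate at room temperature | Control set: no-enzyme wells high, enzyme-with-substrate wells low | Read-out: % inhibition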
LMPTP block – blocks human LMPTP phosphatase; inhibition, % at 20 µM; P24666; AID 651560; recombinant LMPTP-A, OMFP fluorogenic substrate, fluorescence intensity; 360,000 compounds, 0.22% hits;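 active = compounds that cut the enzyme signal by at least half of the control window in the single-dose screen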;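 note: plate controls were DMSO wells with enzyme plus substrate for no effect and substrate without enzyme for full effect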
Target sequence (P24666 whole entry, looked up): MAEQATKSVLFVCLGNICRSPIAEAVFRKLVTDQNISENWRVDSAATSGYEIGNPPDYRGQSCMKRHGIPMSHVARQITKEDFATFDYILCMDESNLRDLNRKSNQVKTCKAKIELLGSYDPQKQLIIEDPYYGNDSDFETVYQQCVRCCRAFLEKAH
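Buffer or medium: Bis-Tris pH 6.0, DTT, detergent; Assay system: LMPTP-A enzyme; Quantity: 0.625 nM enzyme; Detection: endpoint fluorescence intensity; Times: 50 min dark incubation at room temperature; Controls: substrate-only low control, DMSO enzyme-plus-substrate high control; Doses: single 20 µM dose; Read-out: percent inhibition versus substrate-only and uninhibited controls; Reagent: 400 µM OMFP.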
NadD inh – inhibitors of Staphylococcus aureus NadD; AID 602399; inhibition, % at 20 µM; purified NadD enzyme, colorimetric absorbance read-out; 360,000 compounds, 0.78% hits; in the data active = inhibition above about 26%; note: some compounds past the cut are filed as inactive
* hit, by the source's call; i = inactive; x = not tested or not shown.

SMILES	MsrA inh	DNMT1 inh	TbMetRS inhib	Rpn11 inh	STEP block	Scp-1 inhibitor	SUMO1 PPI mod	CSN deneddyl inh	LMPTP block	NadD inh
COc1ccc2nc(SCC(=O)Nc3ccc4c(c3)OCCO4)[nH]c2c1	-0.4	0	0.3	i	16	-11	3	1	0.7	-1
C=CCOc1ccc(C=Nc2ccc(OC)cc2)c(O)c1	2.6	-2	-0.6	i	4	-12	-2	1	0.1	-7
N/C(=N\OC(=O)c1cccc(F)c1)c1ccccn1	1.7	-2	-0.9	i	-2	-7	4	-1	-0.2	3
COc1ccc(NC(=O)n2ncc3c(C)cccc32)cc1OC	0.7	-8	-0.3	i	0	-17	-3	0	-0.6	-7
O=C(COc1ccc(Cl)cc1Cl)Nc1nnc(C2=COCCO2)o1	-0.2	1	0.9	i	2	-6	3	-7	-2.1	5
COC(=O)c1cc(C(=O)OCC(=O)NC2CCCC2)cc([N+](=O)[O-])c1	-0.4	3	-0.7	i	-2	-8	-30	2	1.2	-3
COc1cc(C(=O)COC(=O)c2cccs2)cc(OC)c1OC	0.4	3	-0.1	i	-1	-21	-3	2	-1.0	-4
COc1ccc(OC)c(CNC(=O)C2CCN(S(=O)(=O)N3CCCC3)CC2)c1	1.1	0	-0.5	i	-3	7	-1	-2	-1.3	-1
COC(=O)c1ccc(NS(=O)(=O)c2ccc3[nH]c(=O)oc3c2)cc1	1.5	23	0.5	i	10	35	6	8	1.3	-10
N=C1C(c2nc3ccccc3[nH]2)=C(O)CN1c1ccc(F)cc1	1.1	1	-1.1	i	-4	7	1	-3	-0.8	1
O=C(NCCN1CCOCC1)C(Sc1ccccc1)c1ccccc1 (centres undefined)	0.9	-1	-0.4	i	-2	-5	9	6	-1.2	5
COCCCNC(=S)NNC(=O)c1csc(C)n1	-0.7	1	-0.1	i	0	-11	6	-2	-1.6	-3
Cc1ccc(-c2noc(-c3ccccc3F)n2)cc1	1.1	2	-0.7	i	0	-5	0	2	1.4	-4
O=C(N=C1SC2CS(=O)(=O)CC2N1c1ccc(Cl)c(Cl)c1)C1CCCO1 (centres undefined)	1.1	1	-0.2	i	1	-6	-2	7	0.0	-5
CSc1nc(C)cc(SCCO)n1	-0.1	5	-0.6	i	2	-8	-1	3	-1.7	-2
CCc1cccc(NS(=O)(=O)c2ccc3c(c2)NC(=O)CC(=O)N3)c1	0.6	0	0.2	i	-6	-8	2	-2	0.1	-1
COc1cc(OC)cc(C(=O)NCC(=O)OC2CCCCC2=O)c1 (centres undefined)	0.4	5	-0.2	i	-3	-4	-5	0	-1.0	-5
CC(=O)Nc1ccc(NC(=O)CSC2=NS(=O)(=O)c3ccccc3N2)cc1	-1.6	1	-0.5	i	-3	-1	3	6	-0.5	-6
COc1ccc(NC(=O)CN(C)CC(=O)NCc2ccc(C)cc2)cc1	-1.3	-3	0.6	i	0	-8	0	-3	-0.8	-4
COc1ccc(NC(=O)c2cc(S(=O)(=O)N3CCCCC3)c[nH]2)c(OC)c1	0.8	-1	0.5	i	-4	-13	1	-4	0.7	-3
O=c1cc(-c2ccc(O)cc2)oc2ccc3ccccc3c12	3.3	9	-0.4	i	1	23	8	3	9.3	5
COc1ccc(OC)c(COC(=O)c2cc([N+](=O)[O-])ccc2N2CCOCC2)c1	1.7	-6	-0.3	i	1	-10	-37	1	1.2	-4
COc1ccccc1C(=O)NCCC(=O)N(C)Cc1ccc(C)o1	0.8	-2	-0.1	i	0	-4	-7	-2	-7.8	2
COc1ccc(C(=O)Nc2ccc(S(=O)(=O)NCc3ccco3)cc2)cc1OC	0.9	2	-0.6	i	0	0	7	2	0.2	10
CCC(=O)c1ccc(OCC(=O)Nc2nc(-c3cccnc3)cs2)cc1	1.0	41	0.1	i	12	39	46*	12	3.6	4

(list continues)
SMILES	MsrA inh	DNMT1 inh	TbMetRS inhib	Rpn11 inh	STEP block	Scp-1 inhibitor	SUMO1 PPI mod	CSN deneddyl inh	LMPTP block	NadD inh
O=C(NCCC1=CCCCC1)C1CC(=O)N(Cc2ccccc2)C1 (centres undefined)	-0.1	-2	0.1	i	-1	-7	-28	2	-10	4
O=C(C[n+]1cccc(NC(=O)c2ccccc2)c1)c1ccccc1	0.2	-4	-0.5	i	-6	-2	-7	5	-3.2	-10
COCCOc1ccc(C(F)(F)F)cc1NC(=O)COC(=O)c1ccc(N2CCCC2=O)cc1	-1.5	1	-0.1	i	-2	0	10	-4	-0.2	0
CCC(Sc1nc(C)cc(=O)[nH]1)C(=O)Nc1sc2c(c1C#N)CCCC2 (centres undefined)	0.8	-2	-0.1	i	-2	4	9	4	-0.9	13
O=C(CSc1nnc(Cc2ccccc2)n1-c1ccc(Cl)cc1)N1CCOCC1	-0.5	-2	0.5	i	0	-8	0	4	-1.2	6
CCN(C(=O)c1ccc(S(=O)(=O)N2CCCCC2)cc1)C1CCS(=O)(=O)C1 (centres undefined)	1.3	1	-0.5	i	-1	-4	5	-2	-2.0	-2
Cc1cccc(CSC2=NCCN2C(=O)C2CC2)c1	-1.5	2	-0.6	i	2	0	-7	2	1.5	-3
CC(C)c1ccccc1-n1c(SCC(=O)c2ccc3c(c2)NC(=O)CO3)nc2ccccc2c1=O	1.9	-13	-0.7	i	-4	-9	3	12	4.6	18
O=C(c1ccc(CNc2c(NC3CCCCC3)c(=O)c2=O)cc1)N1CCc2ccccc21	-0.3	47	-0.3	i	1	-12	6	8	-1.0	19
CCOC(=O)c1ccc(NC(=O)CCOc2ccc(C)cc2)cc1	0.5	-1	0.0	i	2	-11	2	2	0.2	3
COc1ccccc1N=Cc1c(C)c(C#N)c2[nH]c3ccccc3n2c1=O	0.7	0	-0.5	x	-7	6	-7	72	1.7	5
COc1ccc(C(=O)Nc2ccc(C(=O)N3CCC(C)CC3)cc2)cc1OC	-0.1	0	-0.5	i	1	-5	-3	6	0.5	1
COC(=O)c1cc(S(=O)(=O)Nc2cccc(C)c2C)cn1C	0.6	1	-0.5	i	0	-6	0	0	-1.2	1
O=C(OC(C(=O)NC1CCCCC1)c1ccccn1)c1cccs1 (centres undefined)	0.6	5	-0.8	i	0	2	1	-5	0.7	-2
CC(=O)c1ccc(OCCCC(=O)N2CCN(S(=O)(=O)c3cc(C)ccc3C)CC2)cc1	-0.1	5	-0.4	i	1	-3	2	-3	0.0	1
O=C(NCC1CCCO1)c1cc2ccccc2nc1Cl (centres undefined)	0.4	0	2.3	i	-6	-1	-3	-1	-0.4	-7
CC1CN(C(=O)c2cc3cc([N+](=O)[O-])ccc3oc2=O)CC(C)O1 (centres undefined)	1.4	0	0.6	i	0	-7	-21	3	-1.4	-3
COc1ccc(-c2cc(C(F)F)n3ncc(C(=O)Nc4ccc(C(=O)N5CCOCC5)cc4)c3n2)cc1	0.4	-7	-0.3	i	4	-5	-7	0	0.7	-10
Cc1ccc(S(=O)(=O)c2ccc(-n3nc(C)cc3N)cc2)cc1	3.0	2	-1.9	i	0	-1	0	-8	4.5	-1
Cc1ccc(S(=O)(=O)NCCC(=O)OCC(=O)N2CCCC2=O)cc1	-1.6	2	-0.5	i	0	-1	0	2	-1.3	2
COc1ccc(S(=O)(=O)N2CCOCC2)cc1NC(=O)COC(=O)c1ccc([N+](=O)[O-])s1	x	15	-0.5	i	2	-2	28	17	0.6	3
Cc1ccc(C)c(NC(=O)CN(C)C(=O)c2ccccn2)c1	-0.6	4	-0.1	i	1	x	1	1	-0.3	-2
CN(CCc1ccccn1)C(=O)CCC1CCCN(C(=O)c2cccc(N(C)C)c2)C1 (centres undefined)	-0.4	0	-0.3	i	2	-8	0	0	0.6	-2
CN(CCc1ccccc1)C(=O)c1cccc(NC(=O)Cc2cccc(NC(=O)C3CCCN(C(=O)CCc4ccccc4)C3)c2)c1 (centres undefined)	-0.5	-11	-1.0	i	1	-8	2	0	3.3	8
CN(CCc1ccccc1)C(=O)c1ccc(NC(=O)Cc2cccc(NC(=O)C3CCN(C(=O)C4CC4)CC3)c2)cc1	0.7	-2	-2.1	i	-1	1	0	4	-0.5	3

As entered above.
Under DNMT1 inh, O=C(NCCC1=CCCCC1)C1CC(=O)N(Cc2ccccc2)C1 (centres undefined) has -2
Under Scp-1 inhibitor, O=C(C[n+]1cccc(NC(=O)c2ccccc2)c1)c1ccccc1 has -2

Further entries
SMILES	MsrA inh	DNMT1 inh	TbMetRS inhib	Rpn11 inh	STEP block	Scp-1 inhibitor	SUMO1 PPI mod	CSN deneddyl inh	LMPTP block	NadD inh
C=CCC[C@@H](Cc1ccc(F)cc1)C(=O)OC[C@@H]1CCCN1C(=O)[C@@H](CC=C)CC(=O)N[C@@H](CO)Cc1ccccc1	-1.4	-7	-0.2	i	0	-14	2	-3	0.3	-13
CN(C)S(=O)(=O)c1ccc(C(=O)Oc2cc(=O)[nH]c3ccccc23)cc1	0.7	6	-0.5	i	2	-5	1	-2	-0.1	8
COc1ccc(CNC(=O)c2sc(=O)n(Cc3cc(Cl)ccc3OC)c2C)cc1	1.6	-7	-0.7	i	0	x	1	-3	1.5	-3
Cc1nc(-c2ccccc2)cn2c1nc1ccccc12	2.0	-4	0.7	i	-2	-2	-9	4	-0.8	3
O=C(O)c1ccc(CSc2nnc(Cc3ccccc3)o2)cc1	-0.1	-2	-0.9	i	-1	-6	2	0	-2.5	-8
CC(CC(=O)O)CC(=O)Nc1cc(C(F)(F)F)cc(C(F)(F)F)c1 (centres undefined)	-1.0	-1	-0.6	i	-2	-7	5	-1	-1.6	9
O=C(Nc1c2c(nn1-c1ccc(F)cc1)CS(=O)C2)c1ccco1 (centres undefined)	-0.6	1	-0.3	i	-1	-4	3	-2	-0.2	1
N#Cc1c2ccccc2nc2ccccc12	7.0*	2	-0.7	i	0	-11	-29	-5	0.0	-3
COc1ccc(NC(=O)N(C)C[C@H]2Oc3ccc(NC(=O)Nc4c(C)noc4C)cc3C(=O)N([C@H](C)CO)C[C@@H]2C)cc1	-0.5	4	0.2	i	2	62*	7	0	-0.4	-2

Results in CSN deneddyl inh, STEP block and NadD inh (3 entries from above):
| molecule | CSN deneddyl inh | STEP block | NadD inh |
| --- | --- | --- | --- |
| CC(=O)Nc1ccc(NC(=O)CSC2=NS(=O)(=O)c3ccccc3N2)cc1 | 6 | -3 | -6 |
| COc1ccc(NC(=O)CN(C)CC(=O)NCc2ccc(C)cc2)cc1 | -3 | 0 | -4 |
| COc1ccc(NC(=O)c2cc(S(=O)(=O)N3CCCCC3)c[nH]2)c(OC)c1 | -4 | -4 | -3 |
